ARNT-TACC3 inh: disrupts binding between human ARNT and TACC3. Q9Y6A5. AlphaScreen His-ARNT PAS-B/GST-TACC3 binding, luminescence; TACC3 fragment carries E629A point mutation. inhibition, % at 9.99 µM. hit rate 0.66% among 390,000;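 active means mean inhibition of replicates at least 50% and at least half of replicates each reaching 50%; inconclusive means half or more replicates reach 50% but mean below 50%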;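 further: 0% = complete ARNT plus TACC3 wells and 100% = ARNT alone without TACC3; many hits fall short of the cut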
INS-1E GSIS act: primary screen for activators of insulin secretion dependent on glucose, INS-1E cells, GLuc reporter luminescence; INS-1E GLuc reporter insulin secretion, 2-3 h; activation, % at 16.6 µM; hit rate 0.61% among 370,000; AID 743287;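 active means lowest replicate activation of at least 40%, so every replicate reaches that level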;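 further: 0% = median of neutral control wells and 100% = median of IBMX positive control wells; some compounds called inactive have numbers as strong as hits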
Xi reactivation: activators of X-chromosome reactivation in mouse fibroblasts; XiGFP mouse fibroblasts, % GFP-positive cells imaging, 3 d; cells co-treated with 5-aza-dC sensitizer; scaled so ellipticine positive control = 100%; activation, % at 7.58 µM; hit rate 0.055% among 360,000;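 active means mean normalized replicate activation at least 10% and every replicate at or above 10%; inconclusive means only one of the two criteria met; inactive means mean below 10% and not all replicates reach 10%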;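 further: 0% = median of on-plate neutral control wells and 100% = ellipticine 6 µM median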
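System: SV40-immortalized XiGFP fibroblast cells, line 68-5-11 / Incubation: 3-day compound exposure, then 15 min fixation at room temperature / Compound: single concentration per compound, delivered by pin transfer / Buffer or medium: DMEM plus 5-aza-dC sensitizer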
EWS-Fli inh: blocks EWS/Fli oncoprotein-driven transcription; A673 NR0B1-luciferase reporter, viability-normalised; inhibition, % at 12.6 µM; hit rate 0.67% among 350,000; AID 651661;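 active means mean inhibition of at least 50% after viability correction, with every replicate also passing that limit; inconclusive means mean reaches 50% but only one of two replicates passes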;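 further: firefly luciferase signal divided by Alamar Blue viability fluorescence both relative to DMSO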
DENV2 CPE: protects cells from dengue virus 2 cytopathic effect; hit rate 1.7% among 350,000; AID 651640; CPE inhibition, % at 9.99 µM; DENV2-infected cells, cytopathic effect rescue, plate reader; in the data active means CPE inhibition above about 20%, passing the limit was not always enough; inconclusive means no clear call, values can overlap the other calls; tested in BHK-21 cells;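 further: 0% = median of neutral control wells and 100% = median of positive control wells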
ERp5 block: blocks human ERp5 reductase activity on insulin; inhibition, % at 9.99 µM; Q15084; ERp5 insulin aggregation, absorbance 650 nm, 90 min; hit rate 0.05% among 350,000;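 active means mean replicate inhibition above about 25%, with every replicate also reaching it, limit read from the data, passing the limit was not always enough; inconclusive means only one of those two criteria met; inactive means neither criterion met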
Target sequence (Q15084 whole entry, looked up): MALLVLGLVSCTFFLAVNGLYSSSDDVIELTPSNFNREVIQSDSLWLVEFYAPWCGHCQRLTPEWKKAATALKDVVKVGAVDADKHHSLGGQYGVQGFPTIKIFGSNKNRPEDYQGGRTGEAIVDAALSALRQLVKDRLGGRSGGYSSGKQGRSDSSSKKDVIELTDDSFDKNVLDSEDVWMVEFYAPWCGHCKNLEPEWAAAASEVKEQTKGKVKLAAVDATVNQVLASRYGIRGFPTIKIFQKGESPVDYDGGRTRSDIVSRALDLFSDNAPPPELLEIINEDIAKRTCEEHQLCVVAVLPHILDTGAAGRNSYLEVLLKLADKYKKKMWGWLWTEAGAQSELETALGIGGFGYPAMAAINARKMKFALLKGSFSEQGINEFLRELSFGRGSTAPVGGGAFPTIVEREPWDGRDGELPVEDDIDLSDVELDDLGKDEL
CFTR F508del cor: CFTR F508del correction in bronchial cells. CFBE cells, YFP halide quenching; stimulated with forskolin plus potentiator P3; % fluorescence drop versus neutral controls. activity (quench increase), % at 7.58 µM. AID 720511. hit rate 0.36% among 350,000;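 active means mean added fluorescence quench of at least 8% versus neutral control, with both replicates also reaching 8%; inconclusive means only one of the mean or replicate conditions met; inactive means mean below 8% and not both replicates reaching 8%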;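 further: cells transiently co-express mutant CFTR-F508del with the halide-sensitive YFP; corrector assay measuring rescue of mutant channel to the surface after 24 h compound exposure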
PAX8 reporter: lowers PAX8-driven luciferase in RMG-I cells; RMG-I TPO-luciferase reporter, SteadyGlo, 24 h; inhibition, % at 12.6 µM; hit rate 1.2% among 360,000; AID 652154;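 active means mean replicate inhibition at least 60% with every replicate also reaching 60%; inconclusive means only one of the two criteria is met; inactive means mean below 60% and not all replicates reaching 60%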;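 further: luciferase light reporting Pax8 driven TPO promoter activity; plate controls were median of neutral control wells for no effect and mitoxantrone controls for full effect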
Starred values were filed as active, the others as inactive; ? = inconclusive; . = not tested or not shown.

SMILES	ARNT-TACC3 inh	INS-1E GSIS act	Xi reactivation	EWS-Fli inh	DENV2 CPE	ERp5 block	CFTR F508del cor	PAX8 reporter
CCCc1cn([C@H]2C[C@@H]3O[C@H](CO)CC[C@@H]3O[C@@H]2CCc2ccc(-c3cccc(OC)c3)cc2)nn1	.	.	.	-3.2	0.6	3.1	-2.5	-33.6
CSCCCNC(=S)Nc1cccc(S(=O)(=O)NC2=NCCC2)c1	7.3	.	0.0	6.1	-1.4	-4.2	-0.9	-6.1
O=C(N/N=C/c1ccc(N2CCOCC2)cc1)C1COc2ccccc2O1 (stereo not drawn)	1.9	-5.0	-0.8	8.1	-7.6	0.2	-2.2	3.9
COCCN1Cc2cc(C(=O)OC)c3c(c2C1=O)c1cc(OC)ccc1n3S(=O)(=O)c1ccc(C)cc1	.	.	0.1	19.5	1.0	7.1	1.7	18.5
CC1CCCC(C)N1C(=O)COC(=O)Cc1ccc(F)cc1 (stereo not drawn)	18.0	-6.0	0.0	1.6	1.6	0.4	0.7	-18.1
Cc1ccc(NS(=O)(=O)c2cc3[nH]c(=O)c(=O)[nH]c3cc2C)c(C)c1	.	6.7	0.0	12.8	0.7	-1.2	-2.1	0.8
O=C(/C=C/c1ccc(F)cc1)c1cc(Br)ccc1O	-2.5	-3.7	-0.2	-34.5	2.7	0.1	-2.8	-49.5
CCOC(=O)c1cccc(NC(=O)/C=C/c2ccc([N+](=O)[O-])cc2)c1	-6.8	7.8	0.1	59.9*	8.0	3.4	.	6.9
O=C(C[C@@H]1CC[C@@H]2[C@H](COC[C@H](O)CN2C(=O)c2cnccn2)O1)NCc1ccc(F)cc1	17.1	22.0	0.0	-1.9	.	.	-1.2	-3.1
CN(C)CCCNCCCNC(=O)/C(=N\O)c1ccccc1	-7.7	4.7	0.2	1.2	-3.0	-6.5	-0.8	5.5
COc1ccc(CNC(=O)C[C@@H]2C[C@@H]3c4cc(NC(=O)CC5CC5)ccc4O[C@@H]3[C@@H](CO)O2)cc1	-10.1	0.0	0.0	-3.1	-0.4	.	-3.0	7.1
COc1cccc(NC(=O)N(C)C[C@H]2Oc3ncc(/C=C/c4ccccc4)cc3C(=O)N([C@H](C)CO)C[C@H]2C)c1	.	-6.6	-1.0	-7.7	?	-1.6	0.7	6.1
CCOCCCNC(=O)c1ccc(N2CCCC2)c(NS(=O)(=O)c2ccc(C)cc2)c1	-1.2	-8.0	0.1	-7.0	-1.8	0.5	1.0	-4.6
C=CCOc1ccc(/C=C/C(=O)OCC(=O)Nc2c(C)n(C)n(-c3ccccc3)c2=O)cc1	-1.7	5.1	0.0	-1.5	7.5	6.8	-2.5	-3.4
O=C1NC(Cc2ccc(O)cc2)c2nc3ccccc3c(=O)n2-c2cc(Cl)ccc21 (stereo not drawn)	.	.	0.1	3.8	-4.8	-4.5	0.2	3.8
O=C(Cn1cnc2ccccc2c1=O)Nc1ccc2c(c1)OCO2	1.9	5.9	0.3	-40.8	1.8	-0.3	.	-46.1
CC(=O)N1CCc2cc(S(=O)(=O)NC3CCCCC3)ccc21	3.8	4.2	0.6	-2.7	-2.6	0.3	-2.5	-2.6
OC[C@H]1[C@@H]2c3ccccc3NC[C@@H]2N1CC1CCCCC1	7.3	6.0	0.1	2.1	?	0.6	-0.4	11.4
Cc1cc(C)c2[nH]c(C)c(CN3CCCCCC3)c(=O)c2c1	4.9	-3.2	0.0	-8.5	-1.0	7.3	4.2	8.6
CCCC#Cc1ccc2c(c1)O[C@H](CN(C)CCC)[C@H](C)CN([C@H](C)CO)S2(=O)=O	-1.0	-17.6	-1.1	8.8	-1.0	-9.0	-0.3	.
CC(NCc1ccc(S(N)(=O)=O)cc1)C(=O)NCc1ccccc1 (stereo not drawn)	1.1	2.0	0.1	5.5	-2.1	-1.1	2.8	9.0
Cc1ccccc1CN(c1ccc(C(=O)NCc2cccnc2)cc1)S(C)(=O)=O	-5.3	-6.2	0.0	11.1	18.8	-3.2	-2.9	-10.1
Cc1cccc(S(=O)(=O)N2C[C@@H]3[C@H](c4ccccc42)[C@@H](CO)N3CC2CCOCC2)c1	-4.7	8.5	0.0	-3.2	-7.5	2.2	-0.8	-14.0
C[C@H](CO)N1C[C@H](C)[C@H](CN(C)S(=O)(=O)c2cccs2)Oc2ncc(-c3ccccc3)cc2C1=O	-6.8	3.3	-0.8	10.1	-12.6	-1.1	-2.6	.
CC(=O)[C@@]1(O)[C@H](C)CC2C3CC=C4CC(OP(=O)(O)O)CC[C@]4(C)C3CC[C@@]21C (stereo partly drawn)	-10.9	16.6	0.1	2.1	1.4	0.7	-1.3	-17.8

(list continues)
SMILES	ARNT-TACC3 inh	INS-1E GSIS act	Xi reactivation	EWS-Fli inh	DENV2 CPE	ERp5 block	CFTR F508del cor	PAX8 reporter
COc1ccc(/C=C/C(=O)c2ccc(OC)cc2O)cc1	-2.1	.	0.2	-23.4	64.1*	-3.9	1.7	-23.0
C[C@@H]1CN([C@@H](C)CO)C(=O)Cc2cc(NC(=O)CCC(F)(F)F)ccc2O[C@@H]1CN(C)S(=O)(=O)c1cn(C)cn1	4.7	35.9	-0.6	-7.9	2.7	.	3.4	4.0
O=C(Cc1cccs1)N/N=C/c1ccco1	0.3	9.2	0.0	.	.	.	.	-8.2
CCCC#Cc1cnc2c(c1)C(=O)N([C@H](C)CO)C[C@H](C)[C@@H](CN(C)S(=O)(=O)c1cccc(OC)c1)O2	0.3	-17.0	0.1	6.4	4.2	8.1	0.9	9.9
C/C=C/c1ccc2c(c1)O[C@@H](CN(C)CC1CC1)[C@@H](C)CN([C@H](C)CO)S2(=O)=O	.	2.7	-0.2	-4.6	.	.	-1.6	.
CCC(C)c1ccc(C(C)NC(=S)NCc2ccc(F)cc2)cc1 (stereo not drawn)	0.9	-15.0	0.6	.	-9.8	4.1	-0.9	5.9
C[C@@H]1CN([C@@H](C)CO)C(=O)Cc2cc(NC(=O)Cn3cnnn3)ccc2O[C@H]1CN(C)S(=O)(=O)c1ccccc1	0.2	-5.7	-0.1	4.5	12.4	-8.3	-0.4	-14.3
N#C/C(=N/Nc1ccc(S(=O)(=O)N2CCOCC2)cc1)C(N)=O	4.8	22.2	0.0	1.3	1.8	3.7	-1.2	-8.8
Nc1ccnn1Cc1cccnc1	2.7	4.9	.	.	.	-4.4	.	13.2
COc1ccc(C(=O)NCC2CCCCC2)cc1S(=O)(=O)N1CCOCC1	1.8	10.6	0.0	2.5	3.5	4.9	-1.2	5.3
Cc1oc2ccccc2c1CC(=O)NCCCN(C)C	4.9	-3.4	0.0	5.2	5.5	3.5	1.6	-8.7
O=C(CCc1ccccc1)NNC(=O)Nc1ccc(Cl)cc1	-7.9	-6.2	0.0	2.7	-9.9	1.5	-4.9	2.6
O=C(Nc1ccccc1Cl)c1cc2ccccc2o/c1=N\O	-2.2	-12.5	0.0	-109.0	-1.5	6.0	1.1	-35.7
Cc1c(C(=O)O)sc2c1c(=O)n(Cc1ccccc1)c(=O)n2C	-25.3	-13.2	0.0	8.3	-0.4	0.2	-1.0	-16.4
Cc1ccc(CNC(=O)C2CCC(CNS(=O)(=O)c3cccs3)CC2)cc1 (stereo not drawn)	-10.0	10.8	0.1	2.6	3.9	-1.1	-3.6	6.5
COCC(=O)Nc1ccc2c(c1)[C@@H]1C[C@H](CC(=O)NCc3ccccc3OC)O[C@@H](CO)[C@@H]1O2	-4.9	-3.1	-0.1	1.5	-1.8	.	1.6	.
C[C@@H]1CN([C@@H](C)CO)S(=O)(=O)c2ccc(C#Cc3ccccc3F)cc2O[C@@H]1CN(C)C(=O)Cc1ccccc1	-4.8	-7.1	0.3	15.4	-6.3	-2.8	1.8	9.2
CC(C)CNc1cc(N2CCCC2)ccc1[N+](=O)[O-]	-12.8	-21.9	.	5.2	-2.3	0.5	0.1	.
C[C@H](NC(=O)C[C@H]1CC[C@@H]2[C@@H](COc3ccc(NC(=O)C4CCOCC4)cc3C(=O)N2C)O1)c1ccccc1	-0.6	0.1	0.1	4.7	-4.0	2.2	2.0	0.7
Nc1[nH]c(C(=O)c2ccccc2)c(-c2cccnc2)c1C(=O)NC1CCCCC1	.	8.3	-0.1	-5.4	-4.5	3.6	3.4	13.5
COc1ccc2[nH]c(=O)c(CN(CC3CCCO3)C(=S)Nc3ccccc3)cc2c1 (stereo not drawn)	1.7	-2.7	0.0	-0.6	7.7	-9.0	-3.0	23.1
CN(CCO)c1nc(NCc2ccccc2)c2cnn(C)c2n1	3.3	40.6*	0.0	-5.5	-0.8	-0.1	1.9	-0.3
COc1ccc2nc(NC(=O)C3=NN(c4ccccc4)C(=O)CC3)sc2c1	7.1	5.2	0.1	-21.6	-3.1	-2.7	-1.8	-14.6
Cc1cc(C)c(-c2cc(NC(=O)COC(=O)c3ccc(C#N)cc3)n(-c3ccccc3)n2)cc1C	-1.3	-7.5	0.2	-2.6	10.2	7.5	.	6.0
O=C(CSc1oc(-c2cccs2)nc1S(=O)(=O)c1ccc(F)cc1)NCC1CCCO1 (stereo not drawn)	.	.	-0.1	4.4	-2.4	1.1	-3.1	1.2

Remaining list, next part
SMILES	ARNT-TACC3 inh	INS-1E GSIS act	Xi reactivation	EWS-Fli inh	DENV2 CPE	ERp5 block	CFTR F508del cor	PAX8 reporter
Cc1ccc(OC(C)C(=O)Nc2ccc3c(c2)n(C)c(=O)n3C)cc1C (stereo not drawn)	2.9	37.3	0.2	-1.8	-4.2	2.3	3.4	-3.3
C[C@@H]1CN([C@H](C)CO)C(=O)CCCn2cc(nn2)CO[C@H]1CN(C)Cc1ccc2c(c1)OCO2	-7.1	1.5	0.1	4.1	-2.2	-5.7	-1.1	.
CCn1c(=O)cc(SCC(=O)Nc2ccc3c(c2)OCO3)c2ccccc21	2.3	-37.3	.	6.7	3.7	0.4	1.9	.
O=C(NCc1cccc(Cl)c1)c1ccc2ccccc2n1	-9.2	-14.3	-0.1	-6.0	-7.2	3.2	-1.0	10.9
CCOC(=O)c1ccc(NC(=S)N(CCCN2CCCC(C)C2)Cc2ccco2)cc1 (stereo not drawn)	3.4	-14.6	0.1	.	.	.	.	6.2
CSc1nsc(/C=C/Nc2ccc(O)cc2C)c1C#N	.	-0.1	0.4	15.0	-1.4	6.8	-2.0	14.2
CCc1cc(=O)oc2cc(C)cc(OCC(C)=O)c12	.	13.2	0.0	2.5	1.0	-0.8	-3.7	-3.9
COc1ccc(NC(=O)N(C)C[C@@H]2Oc3ccc(N(C)C)cc3CC(=O)N([C@H](C)CO)C[C@@H]2C)cc1	-4.6	7.3	0.1	.	5.7	1.3	2.3	0.3
COc1ccc(C(=O)Nc2ccccc2Cc2ccccc2)c(OC)c1	-22.6	.	3.8	11.1	?	4.1	.	-18.7
CC(/C=C1\NC(=S)NC1=O)=C\c1ccccc1	-6.0	-12.5	0.3	-19.5	-1.7	0.7	-1.2	-4.8
COc1ccc(S(=O)(=O)N(C)C[C@@H]2Oc3ccc(NC(=O)C4CCCCC4)cc3C(=O)N([C@@H](C)CO)C[C@@H]2C)cc1	-5.8	1.1	0.3	1.4	-5.0	-0.3	-0.4	.
Cc1nc2ccccc2nc(C)c1=NOCc1cccc(Cl)c1	-1.2	.	-0.2	-14.0	-0.5	-0.6	1.0	26.3
Cc1onc(-c2ccccc2)c1C(=O)N/N=C/c1cn(C)c2ccccc12	4.1	0.2	0.0	4.9	6.9	0.1	0.5	31.8
COc1cc(-c2noc(C)c2C(=O)NCCc2cccs2)cc(OC)c1OC	-1.0	2.4	0.2	-4.9	1.5	2.7	0.7	13.8

Screens: PubChem BioAssay, Broad Institute
